mIAP act: increases mouse intestinal alkaline phosphatase activity. muIAP, CDP-Star luminescence, 30 min; hits give high values; 1 = vehicle-only enzyme signal, 0 = enzyme-free wells. activation factor at 10 µM. hit rate 0.24% among 330,000. AID 2805;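 active means activation factor of at least 2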; further: the source names both 10 and 20 µM as test concentration; values of inactives mirror those of a sister screen read the other way
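System: Mouse IAP enzyme | Also added: CDP-Star substrate | Dosing: Compounds dispensed in DMSO | Schedule: 30 min enzyme-substrate-compound incubation at room temperature | Technique: Chemiluminescence readout | Control set: DMSO-only wells and no-enzyme negative control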
hIAP activ: human IAP activation | P09923 | purified human IAP, CDP-Star luminescence, 30 min; hits give high values; 1 = vehicle-only enzyme, 0 = enzyme-free background | activation factor at 10 µM | hit rate 0.16% among 330,000 | AID 2524;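 active means activation factor of the enzyme at least 2-fold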; further: the source names both 10 and 20 µM as test concentration; values of inactives mirror those of a sister screen read the other way
Target sequence (P09923 whole entry, looked up): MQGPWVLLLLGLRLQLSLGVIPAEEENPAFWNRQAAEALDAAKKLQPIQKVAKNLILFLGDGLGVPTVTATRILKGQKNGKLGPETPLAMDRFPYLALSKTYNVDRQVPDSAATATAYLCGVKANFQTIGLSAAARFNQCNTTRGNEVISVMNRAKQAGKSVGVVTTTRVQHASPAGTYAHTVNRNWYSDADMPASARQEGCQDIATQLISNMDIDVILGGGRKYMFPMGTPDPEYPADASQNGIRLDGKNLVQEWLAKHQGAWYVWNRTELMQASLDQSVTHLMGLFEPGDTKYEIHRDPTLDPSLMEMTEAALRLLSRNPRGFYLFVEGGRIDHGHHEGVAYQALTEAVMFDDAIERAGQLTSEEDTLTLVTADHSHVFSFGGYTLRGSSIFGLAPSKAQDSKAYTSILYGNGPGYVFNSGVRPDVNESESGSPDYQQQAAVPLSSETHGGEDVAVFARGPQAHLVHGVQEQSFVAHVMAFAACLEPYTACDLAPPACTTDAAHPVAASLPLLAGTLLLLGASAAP
PfGluPho inh: PfG6PD (Plasmodium falciparum) enzyme inhibition | PfGluPho enzyme, NADPH resazurin-diaphorase fluorescence | inhibition, % at 20 µM | hit rate 0.78% among 350,000 | AID 504690;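 active means inhibition reaching at least a set limit at 20 µM in the primary screen, cut at about 59% in these data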;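 further: 0% = DMSO wells with substrate and 100% = DMSO wells lacking glucose-6-phosphate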
A3A deaminase: blocks human APOBEC3A ssDNA deamination. P31941. recombinant A3A, FAM/TAMRA ssDNA deamination fluorescence. inhibition, % at 20 µM. hit rate 0.41% among 330,000;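 active means at least 40% inhibition at 20 µM here, with at most 30% in a related deaminase screen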;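 further: plate controls were A3A with DMSO for no effect and wells lacking A3A enzyme for full effect; some results filed as inactive read as strong as hits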
ATG4B inh: ATG4B (human) cysteine protease inhibition | Q9Y4P1 | ATG4B cleavage of LC3-PLA2, NBD-HPC fluorescence, 1 h | inhibition, % at 8.33 µM | hit rate 0.51% among 340,000 | AID 504462; in the data active means inhibition above about 40%
Target sequence (Q9Y4P1 whole entry, looked up): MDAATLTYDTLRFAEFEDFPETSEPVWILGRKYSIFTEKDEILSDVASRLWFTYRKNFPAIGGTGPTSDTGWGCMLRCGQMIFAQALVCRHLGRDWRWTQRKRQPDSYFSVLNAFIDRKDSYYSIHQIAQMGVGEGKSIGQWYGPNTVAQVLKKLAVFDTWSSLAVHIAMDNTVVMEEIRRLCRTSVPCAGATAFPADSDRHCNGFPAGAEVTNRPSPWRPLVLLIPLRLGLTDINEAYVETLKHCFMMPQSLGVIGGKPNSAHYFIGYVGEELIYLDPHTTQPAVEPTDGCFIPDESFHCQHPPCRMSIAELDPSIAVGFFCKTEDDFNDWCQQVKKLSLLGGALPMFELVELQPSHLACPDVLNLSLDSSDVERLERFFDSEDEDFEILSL
hIAP block: blocks human intestinal alkaline phosphatase; AID 2544; hit rate 0.12% among 330,000; inhibition, % at 10 µM; P09923; purified IAP, CDP-Star luminescence, 30 min;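 active means inhibition reaching a set limit with compound at 10 µM in the primary screen, cut at about 35% in these data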;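 further: plate controls were DMSO wells with enzyme for no effect and no-enzyme buffer wells for full effect; values of inactives mirror those of a sister screen read the other way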
mIAP block: blocks mouse intestinal alkaline phosphatase; hit rate 0.2% among 330,000; purified mouse IAP, CDP-Star luminescence, 30 min; inhibition, % at 10 µM;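 active means inhibition of at least 40% at 10 µM in the primary screen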;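 further: plate controls were DMSO with enzyme for no effect and no enzyme wells for full effect; values of inactives mirror those of a sister screen read the other way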
HKDC1 inhibitor: inhibitors of human hexokinase HKDC1. Q2TB90. recombinant HKDC1, G6PDH/diaphorase resazurin coupled fluorescence. inhibition, % at 20 µM. hit rate 0.16% among 340,000;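 active means inhibition above about 35% when tested at 20 µM, limit read from the data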;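 further: plate controls were DMSO wells with enzyme for no effect and DMSO wells lacking enzyme for full effect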
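Assay system: recombinant HKDC1 hexokinase; detection: coupled resazurin fluorescence, excitation 525 nm, emission 613 nm; benchmarks: DMSO-plus-enzyme-mix negative control, buffer-substituted positive control; compound dosing: single 20 µM dose; schedule: 90 min at room temperature in dark; also added: glucose plus 1 mM ATP as hexokinase substrates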
Active calls of the source: *; · = not tested or not shown.

No.	canonical_smiles	mIAP act	hIAP activ	PfGluPho inh	A3A deaminase	ATG4B inh	hIAP block	mIAP block	HKDC1 inhibitor
1	CCOC(=O)c1ccc(NC(=O)CSc2nc(NC(=O)c3ccccc3)c3c(C)c(C)oc3n2)cc1	0.91	1	11	-2	-6	0	9	5
2	CCOC(=O)C1(C)C=C(Nc2cccc(OC)c2)C(=O)N1c1ccccc1 (stereo not given)	1	1.2	16	2	1	-16	-3	-6
3	Cn1nc(C(=O)Nc2nnc(C3CC3)s2)c2ccccc2c1=O	0.93	1	-6	4	-3	-1	7	-9
4	COc1cccc(NC(=O)N2CCN(C(=O)C(Cc3ccc(OC)c(OC)c3)NC(C)=O)CC2)c1 (stereo not given)	0.95	0.75	16	-2	-7	25	5	-5
5	N#CCCN1CCN(C2=NC(=O)/C(=C\c3cccs3)S2)CC1	0.98	0.94	-15	5	9	6	2	-6
6	CC(C)SCCCOc1ccc(C(C)(C)C)cc1	1	1.1	11	8	6	-8	-1	-7
7	Cc1cccc2c1Sc1ccc(Cl)cc1CC2N1CCNCC1 (stereo not given)	1	1.3	22	1	20	-27	-1	-1
8	CCNC(=O)NC(=O)C(C)OC(=O)CNS(=O)(=O)c1c(Cl)cc(Br)cc1Cl (stereo not given)	1.1	1.1	11	-6	-2	-9	-6	-10
9	OC(COCC1COc2ccccc2O1)CN1CCN(c2ccccc2)CC1 (stereo not given)	1	0.95	12	-4	-7	5	-4	6
10	Cc1[nH]c(=O)[nH]c(=O)c1S(=O)(=O)N1CCCC(C(=O)N2CCC(Cc3ccccc3)CC2)C1 (stereo not given)	1	0.84	-7	0	-14	16	-4	0
11	CCCS(=O)(=O)N1CCN(Cc2ccc3c(c2)c2ccccc2n3CC)CC1	1.1	1.1	20	-3	2	-10	-13	-7
12	COc1ccc(S(=O)(=O)N2CCN(c3ccc(C)cc3C)CC2)cc1OC	1	0.92	-10	-1	2	8	-3	-3
13	COc1cccc(NC(=O)COc2nc3ccccc3nc2C)c1	0.94	1.1	-16	-4	3	-11	6	6
14	CC1=C(Cl)C2=NS(=O)(=O)CCN2C=C1Cl	0.91	1	1	2	4	-3	9	-5
15	COc1cccc(O[C@@H]2O[C@@H]3COC(C)(C)O[C@H]3[C@H](O)[C@H]2NC(C)=O)c1	1.1	1.1	2	0	-8	-15	-7	-2
16	Cc1cccc(N2C(=O)CC(N3CCN(c4ccccn4)CC3)C2=O)c1 (stereo not given)	0.96	0.99	-12	-1	-3	1	4	-10
17	Cc1noc(C(=O)Nc2cc(Cl)ccc2O)c1Cl	0.94	1	38	0	-4	-2	6	-1
18	Cc1cc(C(=O)CN2C(=O)NC3(CCCCC3)C2=O)c(C)n1C	0.99	0.88	1	10	-4	12	1	-12
19	Cc1nnc(SCc2ccccc2)[nH]c1=O	1	1	-32	2	4	-5	-2	-6
20	C#CCOCCOCCOCCNc1nc(N2CCN(C(=O)C(Cc3cc4ccccc4[nH]3)n3cc(C(N)C(C)CC)nn3)CC2)nc(N2CCN(C(=O)C(Cc3cc4ccccc4[nH]3)n3cc(C(N)C(C)CC)nn3)CC2)n1 (stereo not given)	1.8	0.91	61*	-4	-5	9	-78	28

Another view of some results above:
Order of values – mIAP act, hIAP activ, PfGluPho inh, A3A deaminase, ATG4B inh, hIAP block, mIAP block, HKDC1 inhibitor
[13] COc1cccc(NC(=O)COc2nc3ccccc3nc2C)c1
→ 0.94, 1.1, -16, -4, 3, -11, 6, 6
[14] CC1=C(Cl)C2=NS(=O)(=O)CCN2C=C1Cl
→ 0.91, 1, 1, 2, 4, -3, 9, -5

Additional structures follow:
No.	canonical_smiles	mIAP act	hIAP activ	PfGluPho inh	A3A deaminase	ATG4B inh	hIAP block	mIAP block	HKDC1 inhibitor
21	CCOC(=O)N1CCN(S(=O)(=O)c2ccc(Br)s2)CC1	1.1	0.78	-3	-9	-2	22	-15	-5
22	CCOC(=O)c1sc(NC(=O)Nc2ccc(Cl)cc2)cc1C	1.8	1	9	2	-5	-3	-78	7
23	CCS(=O)(=O)C(=C1NCCO1)S(=O)(=O)CC	1	0.8	-12	-1	1	20	-2	-9
24	CCc1cccc2c3c([nH]c12)C(CC)(CC(=O)O)OCC3 (stereo not given)	1.1	0.92	-17	-2	-6	8	-8	-2
25	CC(=O)N1CCOc2ccc(S(=O)(=O)N(C)c3ccc(C)cc3)cc21	1	1.1	-10	-7	1	-12	0	0
26	Cc1c(NC(=O)c2cc(-c3ccccc3)nc3ccccc23)c(=O)n(-c2ccccc2)n1C	1	0.95	6	-3	4	4	-2	11
27	C/C(=N\N1CCN(C)CC1)c1ccc(OC(F)F)cc1	1.1	1.3	5	-6	1	-30	-11	-8
28	CC1CCCC(NS(=O)(=O)c2cccc3nsnc23)C1C (stereo not given)	0.99	0.97	-12	-11	-1	3	1	-2
29	CCCCNC(=O)CCNS(=O)(=O)c1ccc(C)cc1	1.1	1	-12	-3	-2	-1	-9	-7
30	Oc1cc(O)cc(-c2cc3ccc(O)cc3o2)c1	0.87	0.94	31	-3	-6	6	13	2
31	C[C@]12CCC(=O)CC1=CCC1C3CC=C(C#N)[C@@]3(C)CC[C@@]12O (stereo not given in full)	0.98	1.3	1	-2	-4	-32	2	-4
32	O=C(O)C1CCCCN1C(=O)c1ccc(S(=O)(=O)N2CCCCCC2)cc1 (stereo not given)	1.1	1	-19	-4	3	-5	-13	-2
33	CC1CCCCN1C(=O)CSc1nc2ccsc2c(=O)n1Cc1ccccn1 (stereo not given)	0.96	0.95	6	-2	-1	5	4	-10
34	Cc1ccc2nc(N(CCCN(C)C)C(=O)c3ccco3)sc2c1	1	1	5	2	-6	-4	-2	0
35	CCn1cnc2c(cnn2-c2ccccc2)c1=O	1	0.96	-12	-1	-3	4	-1	-6
36	O=c1c2ccccc2nc(SCc2cn3ccsc3n2)n1-c1ccc(F)cc1	0.95	0.94	0	0	75*	6	5	4
37	COc1ccc(NS(=O)(=O)c2cccc(C(=O)N/N=C(\C)c3cccnc3)c2)cc1	0.95	0.95	-11	0	4	5	5	-7
38	COc1ccc2sc(-c3ccc(SC)cc3)c(C#CC(C)(C)O)c2c1	0.97	1	23	0	-6	-2	3	6
39	Cc1ccc(F)c(NC(=O)CCOc2ccccc2C)c1	1	0.9	4	-2	-5	10	-1	-5
40	CC1(C)O[C@@H]2C[C@H]3[C@@H]4C[C@H](F)C5=CC(=O)C=C[C@]5(C)[C@H]4[C@@H](O)C[C@]3(C)[C@]2(C(=O)CO)O1	1	1.1	3	1	-2	-8	-4	-8
41	O=c1c2sc(-c3ccccc3)cc2nc2n1CCC2	0.96	0.82	-9	-4	-3	18	4	3
42	Cc1cccc(CCNS(=O)(=O)c2ccc(S(=O)(=O)N3CCCCC3)cc2)c1	0.99	1.1	0	2	8	-9	0	-4
43	O=C(COc1ccc(Cl)cc1)NCCSc1ccccc1	1.1	1	8	-4	-2	-5	-11	2
44	O=C(COc1ccc(Br)cc1)Nc1ccc2oc(=O)ccc2c1	0.9	1.3	5	-1	-5	-26	10	-7
45	O=C(CN1CCC(C(O)(c2ccccc2)c2ccccc2)CC1)Nc1cc(Cl)ccc1Cl	0.96	1	-3	-3	6	-4	4	4
46	Cc1ccc(OCCNC(=O)c2ccccc2SCC(=O)N2CCCC2)cc1	1.1	1	-6	2	4	-3	-5	0
47	COc1ccc(NC(=S)Nc2ccc(F)cc2)c(OC)c1	1	0.88	-6	2	-3	12	-4	-6
48	Cc1cc(=O)oc2cc(OCC(=O)OCC(=O)N(C)C3CCS(=O)(=O)C3)ccc12 (stereo not given)	1.1	1.1	5	10	5	-7	-13	-5
49	Cc1ccc(C(c2nnnn2CC2CCCO2)N2CCN(C(=O)c3ccco3)CC2)cc1 (stereo not given)	1	1.2	1	-4	0	-20	-4	2
50	CCN(CC)S(=O)(=O)c1cc(NS(=O)(=O)c2cccs2)ccc1C	0.95	0.91	-11	-4	-1	9	5	-3
51	Cn1c(=O)oc2cc(S(=O)(=O)CCC(=O)N3CCN(c4ccccc4)CC3)ccc21	1	1.1	12	-5	-1	-13	-2	-2
52	COc1ccc(NS(=O)(=O)c2cccc(C(=O)N/N=C/c3ccc4c(c3)OCCO4)c2)cc1	1	1.3	-8	0	-6	-26	-1	-6
53	COc1ccccc1N1CCN(C(=O)c2c(-c3ccccc3)noc2C)CC1	1.3	1.1	-10	-4	-9	-8	-30	-6
54	CCN(CC(=O)Nc1ccc(OC)cc1)C(=O)COc1cccc2c1OC(C)(C)C2	1	1	-5	0	-1	-3	0	-1
55	CCOc1cccc(=O)c2c(C)n(-c3ccc(C(=O)O)cc3)c(C)c12	0.93	0.98	-22	87	12	2	7	7
56	Cc1noc(C)c1CSCC(=O)Nc1cc(S(=O)(=O)N2CCOCC2)ccc1OC(C)C	1.1	1.1	-9	1	2	-15	-6	-7
57	COc1cccc(CNC(=O)CCCn2nc(C)c3c(C)n(-c4ccc(C)cc4)nc3c2=O)c1OC	0.99	0.89	-7	-3	-7	11	1	-5
58	Cc1c(CCO)c(=O)n(-c2ccccc2)n1S(=O)(=O)c1ccc(F)cc1	1.1	1.1	8	-2	-8	-9	-5	-2
59	Nc1nnc(CCCCCCCCCCc2nnc(N)s2)s1	1	1.1	21	2	16	-8	-2	-12
60	CC(C)=CCC/C(C)=C/CNC(=O)CC1C[C@H](C(=O)N(C(C)C)C(C)C)[C@@]2(C)c3[nH]c4ccccc4c3CCN2C1=O (stereo not given in full)	1.8	1	17	0	5	-4	-82	7
61	CSc1cccc(CN2CCC(CCC(=O)NC3CC3)CC2)c1	0.98	0.92	-11	0	1	8	2	-6
62	COc1ccc(N(C(=O)Cc2cccs2)C(C(=O)NC2CCCC2)c2ccncc2)cc1 (stereo not given)	1.1	1	0	-6	-2	-5	-8	-4
63	COc1cc(/C=C2\S/C(=N/S(=O)(=O)c3ccc(C)cc3)NC2=O)c([N+](=O)[O-])cc1OC	0.84	1.1	-15	-4	0	-6	16	7
64	Cn1c(N)c(C(=O)COC(=O)c2ccccc2C(=O)c2ccccc2)c(=O)n(C)c1=O	1.2	0.96	3	-4	-7	4	-15	-6
65	Cc1ccc(S(=O)(=O)Nc2ccccc2CNC2CCCCC2)cc1	1.1	1.1	17	-6	-5	-12	-11	-12
66	O=C(C[C@H]1C[C@H](C(=O)N2CCOCC2)[C@@]2(CCC3CCCC3)c3[nH]c4cc(-c5ccco5)ccc4c3CCN2C1=O)NCC12CC3CC(CC(C3)C1)C2	1.1	·	6	-2	·	·	-8	-4
67	O=C(CSc1ccc(-c2ccco2)nn1)NC1CCCCC1	0.96	1	4	17	-10	-3	4	-6
68	O=C(O)/C(=C\c1ccc2ccccc2c1)c1cccc2ccccc12	0.92	1	-4	1	-5	0	8	9
69	COc1cccc(-n2c(=O)[nH]cc(C(=O)Nc3ccc4c(c3)OCCO4)c2=O)c1	1.1	1.1	-15	9	3	-6	-12	4
70	C=C1CC[C@H](O)C/C1=C/C=C1\CCC[C@]2(C)[C@@H]([C@H](C)/C=C/[C@H](C)C(C)C)CC[C@@H]12	0.87	1	0	1	2	-2	13	-1
71	N#CCOC(=O)c1cc(S(=O)(=O)N2CCCCC2)ccc1N1CCOCC1	0.89	0.98	8	-3	-12	2	11	-1
72	CC1CCCN(c2ccc(C(=O)Nc3ccc4c(c3)OCO4)cc2[N+](=O)[O-])C1 (stereo not given)	0.83	0.88	44	5	4	12	17	-5
73	O=C(CNC(=O)c1ccc(Cl)cc1)c1ccc(Cl)cc1	1	0.96	-14	-5	19	4	-4	1

Source: PubChem (Sanford-Burnham Center for Chemical Genomics)
